TLR4-MyD88 BLA: blocks binding of human TLR4 to MyD88; AID 861; inhibition, % at 8.4 µM; O00206+Q99836; 200,000 compounds, 0.18% hits; HeLa CL3-4 TLR4/MyD88 BLA complementation, FRET ratio; in the data active means inhibition above about 25%;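 further: 0% = vehicle and 100% = reference inhibitor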
FLuc stim CS: affects firefly luciferase, flagging false hits in luciferase stimulation screens. ATPlite luciferase biochemical, luminescence, 10 min; 0 = ATP-free wells, 1 = DMSO control. activation factor at 10 µM. 200,000 tested, under 10 active. AID 1027;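 active means luciferase activation factor, scaled between plate controls, of at least 2 with compound at 10 µM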
Target sequence (P08659 whole entry, looked up): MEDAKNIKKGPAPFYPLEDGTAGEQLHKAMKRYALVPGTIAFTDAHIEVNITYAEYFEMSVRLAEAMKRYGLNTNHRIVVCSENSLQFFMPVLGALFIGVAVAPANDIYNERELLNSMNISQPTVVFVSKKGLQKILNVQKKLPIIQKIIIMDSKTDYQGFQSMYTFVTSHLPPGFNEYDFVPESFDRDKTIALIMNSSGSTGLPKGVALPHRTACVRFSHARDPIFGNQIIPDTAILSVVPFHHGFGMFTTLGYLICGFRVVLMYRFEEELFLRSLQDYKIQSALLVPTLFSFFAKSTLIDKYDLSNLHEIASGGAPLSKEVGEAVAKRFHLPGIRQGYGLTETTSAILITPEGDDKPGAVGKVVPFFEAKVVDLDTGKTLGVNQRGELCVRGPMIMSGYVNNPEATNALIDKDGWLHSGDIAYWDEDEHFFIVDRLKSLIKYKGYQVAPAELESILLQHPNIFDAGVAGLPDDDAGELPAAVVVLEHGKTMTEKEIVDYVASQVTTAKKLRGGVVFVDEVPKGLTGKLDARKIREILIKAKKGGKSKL
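Material: luciferase plus luciferin reagent, cell-free. Medium: PBS buffer for ATP. Also added: ATP substrate, dispensed from a 10.24 µM working solution in PBS. Doses: test compounds dosed from 2 mM stocks in 100% DMSO. Incubation: 10 min post-reagent at room temperature. Technique: light output (luminescence). Read-out basis: luminescence gain marking luciferase activators.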
G6PDH counter: L. mesenteroides G6PDH inhibition counter-screen | Purified L. mesenteroides G6PDH, diaphorase/resazurin coupled fluorescence, 45 min | inhibition, % at 5 µM | 200,000 compounds, 0.12% hits | AID 1020; in the data active means inhibition above about 50%
STAT1 activator: STAT1 signaling activation. NIH 3T3 STAT1-luciferase reporter, IFN-gamma, luminescence; 100% = IFN-gamma alone, no compound. activation (% of control), % at 5.5 µM. AID 932. 200,000 compounds, 2.6% hits;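 active means activation above the screen-wide mean activation plus 3 SD, cut at about 130% in these data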;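 further: raw ratio to IFN-gamma control signal so 100% means no change and 0% no light; values of inactives mirror those of a sister screen read the other way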
FLuc inhib CS: Photinus pyralis luciferase inhibition counter-screen; 200,000 compounds, 1.5% hits; ATPLite firefly luciferase biochemical luminescence, 10 min; AID 1006; inhibition, % at 10 µM; P08659;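 active means inhibition above about 50% when tested at 10 µM, limit read from the data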
Diaph act CS: diaphorase activation or chemical reduction counter-screen | Diaphorase/resazurin coupled assay, resorufin fluorescence, 16 min; stronger effect = higher value; 1 = vehicle wells, 0 = NADH-free wells | activation factor at 20 µM | 190,000 compounds, 0.005% hits | AID 1229;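 active means diaphorase activity raised at least twofold by the compound at 20 µM; inactive means activation factor below 2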
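Assay system: bacterial diaphorase enzyme (C. kluyveri) / Input: enzyme 0.07 U/mL final / Medium: 50 mM HEPES pH 7.4 with 4.542 mM MgCl2, 0.005% Tween 20 / Doses: single compound dose of 20 µM, 1% DMSO final / Incubation: 16 min enzyme reaction, ambient temperature / Signal: fluorescence, excitation 544 nm and emission 590 nm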
Diaphorase inh: counter-screen for diaphorase-based assays: diaphorase inhibitors and chemical oxidizers | diaphorase resazurin-to-resorufin fluorescence, NADH, 16 min; bacterial (C. kluyveri) enzyme, not human | inhibition, % at 20 µM | 190,000 compounds, 0.69% hits | AID 1217;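 active means primary screen inhibition at 20 µM above a set limit, cut at about 50% in these data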;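 further: plate controls were DMSO with full reaction for no effect and wells lacking NADH for full effect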
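Assay system – diaphorase enzyme from Clostridium kluyveri · Amount – diaphorase 0.14 U/mL (working solution) · Times – reaction incubation of 16 min at room temperature · Controls – No-NADH positive control and DMSO neutral control · Signal – resorufin fluorescence 544/590 nm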
APP 5'UTR act: APP 5'UTR luciferase reporter activation; activation, % at 2 µM; SH-SY5Y APP 5'UTR luciferase reporter, luminescence; zero percent = DMSO vehicle wells; 190,000 compounds, 1% hits;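 active means activation above a set limit, based on mean plus 3 SD of controls, cut at about 140% in these data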; further: values of inactives mirror those of a sister screen read the other way
NF-kB neuron act: NF-kB expression increase, human neuronal cells; NF-kB reporter expression; stronger effect = higher value; fold change at 12.5 µM; 190,000 compounds, 1.6% hits; in the data active means fold change above about 3.3
APP transl inh: APP translation inhibition. SH-SY5Y APP 5'UTR-luciferase reporter, luminescence. inhibition, % at 2 µM. 190,000 compounds, 0.82% hits;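 active means inhibition above a set limit, derived from the sample mean plus 3 SD, cut at about 45% in these data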; further: values of inactives mirror those of a sister screen read the other way
Active calls of the source: *.

For CNC(=S)NNC(=O)Cc1ccc(OC)c(OC)c1 the results were TLR4-MyD88 BLA -4, FLuc stim CS 1.1, G6PDH counter -3, STAT1 activator 102, FLuc inhib CS -10, Diaph act CS 1, Diaphorase inh 4, APP 5'UTR act 5, NF-kB neuron act 1.1 and APP transl inh -5.
For COc1cccc(NC2=CC(=O)CC(C)(C)C2)c1 the results were TLR4-MyD88 BLA -8, FLuc stim CS 1.1, G6PDH counter 14, STAT1 activator 102, FLuc inhib CS -7, Diaph act CS 0.9, Diaphorase inh 10, APP 5'UTR act 78, NF-kB neuron act 0.91 and APP transl inh -44.
Screening Cc1cc(-c2csc(N)n2)c(C)n1-c1ccc(Cl)c(Cl)c1 returned TLR4-MyD88 BLA -2, FLuc stim CS 1, G6PDH counter -13, STAT1 activator 99, FLuc inhib CS -3, Diaph act CS 0.8, Diaphorase inh 16, APP 5'UTR act -6, NF-kB neuron act 0.88 and APP transl inh 6.
`Cc1nnc(SCC(=O)N/N=C/c2ccc(-c3ccc(C)c(Cl)c3)o2)s1` gave TLR4-MyD88 BLA 8, FLuc stim CS 1, G6PDH counter -82, STAT1 activator 106, FLuc inhib CS -3, Diaph act CS 0.8, Diaphorase inh 18, APP 5'UTR act 20, NF-kB neuron act 0.73 and APP transl inh -20.
`CCc1c(C)nc(SC(C(=O)O)c2ccccc2)c(C#N)c1C` (centres undefined) gave TLR4-MyD88 BLA -8, FLuc stim CS 1, G6PDH counter -8, STAT1 activator 94, FLuc inhib CS -4, Diaph act CS 0.9, Diaphorase inh 13, APP 5'UTR act -4, NF-kB neuron act 0.98 and APP transl inh 4.
For CCOc1ccc(OCC)c(NC(=O)CCn2c(=O)oc3ccccc32)c1 the results were TLR4-MyD88 BLA -15, FLuc stim CS 1, G6PDH counter -1, STAT1 activator 96, FLuc inhib CS -4, Diaph act CS 0.7, Diaphorase inh 27, APP 5'UTR act -7, NF-kB neuron act 0.92 and APP transl inh 7.
Screening c1ccc2[nH]c(-c3cscn3)nc2c1 returned TLR4-MyD88 BLA -9, FLuc stim CS 0.8, G6PDH counter 5, STAT1 activator 115, FLuc inhib CS 18, Diaph act CS 0.9, Diaphorase inh 8, APP 5'UTR act 21, NF-kB neuron act 1.6 and APP transl inh -21.
Screening c1ccc(-c2csc3nnc(SCc4ccc5c(c4)OCO5)n23)cc1 returned TLR4-MyD88 BLA 1, FLuc stim CS 1, G6PDH counter 8, STAT1 activator 88, FLuc inhib CS 0, Diaph act CS 1, Diaphorase inh 2, APP 5'UTR act -16, NF-kB neuron act 0.89 and APP transl inh 16.
For Cc1cccc(OCCCN2C(=O)C(=O)c3cc(C)ccc32)c1 the results were TLR4-MyD88 BLA 14, FLuc stim CS 1.1, G6PDH counter 12, STAT1 activator 102, FLuc inhib CS -10, APP 5'UTR act -40, NF-kB neuron act 2.6 and APP transl inh 40.
COc1ccc(CN(Cc2ccc(C(=O)O)cc2)C(=S)Nc2cccc(C)c2)cc1OC was read as TLR4-MyD88 BLA -7, FLuc stim CS 1.1, G6PDH counter 8, STAT1 activator 95, FLuc inhib CS -9, Diaph act CS 1, Diaphorase inh -2, APP 5'UTR act 7, NF-kB neuron act 1.4 and APP transl inh -7.
Screening CCCCN=C(N)/C(C(=O)OCC)=C(\O)c1ccc(OC)cc1 returned TLR4-MyD88 BLA 16, FLuc stim CS 1, G6PDH counter 5, STAT1 activator 105, FLuc inhib CS -3, Diaph act CS 1, Diaphorase inh -1, APP 5'UTR act 3, NF-kB neuron act 1.1 and APP transl inh -3.
Screening Cc1nnc(SCc2nnc(-c3cccs3)o2)n1C1CCCCC1 returned TLR4-MyD88 BLA -9, FLuc stim CS 1, G6PDH counter 11, STAT1 activator 98, FLuc inhib CS 1, Diaph act CS 1, Diaphorase inh 1, APP 5'UTR act -6, NF-kB neuron act 1.4 and APP transl inh 6.
Screening O=C(O)CCC(=O)OCC1CCCCC1 returned TLR4-MyD88 BLA -4, FLuc stim CS 1.1, G6PDH counter 3, STAT1 activator 92, FLuc inhib CS -6, Diaph act CS 0.9, Diaphorase inh 12, APP 5'UTR act -13, NF-kB neuron act 1.3 and APP transl inh 12.
`CCS(=O)(=O)N1CCCC(C(=O)NCCCN(C)Cc2ccccc2)C1` (centres undefined) gave TLR4-MyD88 BLA -1, FLuc stim CS 1, G6PDH counter 11, STAT1 activator 99, FLuc inhib CS -4, Diaph act CS 0.9, Diaphorase inh 5, APP 5'UTR act -1, NF-kB neuron act 1.4 and APP transl inh 1.
Screening COc1ccc(CN2CC(C(=O)NCCCN3CCN(Cc4ccccc4)CC3)CC2=O)cc1 (centres undefined) returned TLR4-MyD88 BLA -10, FLuc stim CS 1, G6PDH counter -4, STAT1 activator 100, FLuc inhib CS -1, Diaph act CS 1, Diaphorase inh 1, APP 5'UTR act -30, NF-kB neuron act 1 and APP transl inh 30.
`COc1cccc(C2c3[nH]c4ccccc4c3CCN2Cc2ncc[nH]2)c1` (centres undefined) gave TLR4-MyD88 BLA -5, FLuc stim CS 1, G6PDH counter 8, STAT1 activator 101, FLuc inhib CS -3, Diaph act CS 1.1, Diaphorase inh -6, APP 5'UTR act 3, NF-kB neuron act 1.2 and APP transl inh -3.
Screening Clc1ccc(SCCCCn2cncn2)cc1 returned TLR4-MyD88 BLA 9, FLuc stim CS 1, G6PDH counter 4, STAT1 activator 108, FLuc inhib CS -4, Diaph act CS 0.9, Diaphorase inh 13, APP 5'UTR act 6, NF-kB neuron act 1.2 and APP transl inh -6.
For CCn1cc(C2Nc3ccccc3C(=O)N2O)c(C)n1 (centres undefined) the results were TLR4-MyD88 BLA -15, FLuc stim CS 0.9, G6PDH counter -19, STAT1 activator 105, FLuc inhib CS 11, Diaph act CS 0.8, Diaphorase inh 16, APP 5'UTR act 22, NF-kB neuron act 1.4 and APP transl inh -22.
`C=CCN(Cc1cccc(OC)c1OC)S(=O)(=O)N(C)C` gave TLR4-MyD88 BLA -4, FLuc stim CS 1, G6PDH counter 8, STAT1 activator 88, FLuc inhib CS 0, Diaph act CS 1, Diaphorase inh -4, APP 5'UTR act 11, NF-kB neuron act 0.96 and APP transl inh -11.
CCO[C@@H]1OC(C(=O)O)=C[C@H](C)[C@H]1CCCO was read as TLR4-MyD88 BLA -14, FLuc stim CS 1, G6PDH counter 8, STAT1 activator 97, FLuc inhib CS -2, Diaph act CS 0.8, Diaphorase inh 16, APP 5'UTR act 14, NF-kB neuron act 1.1 and APP transl inh -14.
Screening O=C(COC(=O)C1CC2C=CC1C2)NCc1ccc(F)cc1 (centres undefined) returned TLR4-MyD88 BLA -8, FLuc stim CS 1.1, G6PDH counter 4, STAT1 activator 97, FLuc inhib CS -7, Diaph act CS 1, Diaphorase inh 4, APP 5'UTR act -2, NF-kB neuron act 0.97 and APP transl inh 2.
`CCOC(=O)CSc1ncc(-c2cccc(Cl)c2)cn1` gave TLR4-MyD88 BLA -5, FLuc stim CS 1, G6PDH counter 3, STAT1 activator 98, FLuc inhib CS -3, Diaph act CS 0.9, Diaphorase inh 8, APP 5'UTR act 3, NF-kB neuron act 1.3 and APP transl inh -3.
For Cc1nnc(Sc2nc3c(c(=O)n(C)c(=O)n3C)n2Cc2ccc(Cl)cc2)s1 the results were TLR4-MyD88 BLA -14, FLuc stim CS 1, G6PDH counter 6, STAT1 activator 100, FLuc inhib CS 1, Diaph act CS 0.9, Diaphorase inh 11, APP 5'UTR act -19, NF-kB neuron act 1.4 and APP transl inh 19.
For CCCCC(=O)N=c1sc2cc(S(C)(=O)=O)ccc2n1C the results were TLR4-MyD88 BLA 1, FLuc stim CS 1, G6PDH counter 5, STAT1 activator 106, FLuc inhib CS -5, Diaph act CS 0.9, Diaphorase inh 8, APP 5'UTR act -5, NF-kB neuron act 1.2 and APP transl inh 5.
`CCN(CC)c1ccc(/C=N/NC(=O)CNC(=O)c2ccccn2)cc1` gave TLR4-MyD88 BLA -5, FLuc stim CS 1, G6PDH counter 1, STAT1 activator 106, FLuc inhib CS 4, Diaph act CS 0.9, Diaphorase inh 7, APP 5'UTR act -10, NF-kB neuron act 1.1 and APP transl inh 10.
CCn1c(SCc2nc(-c3ccc(Cl)cc3)no2)nnc1-c1ccco1 was read as TLR4-MyD88 BLA -3, FLuc stim CS 1, G6PDH counter -2, STAT1 activator 92, FLuc inhib CS -4, Diaph act CS 0.9, Diaphorase inh 11, APP 5'UTR act -5, NF-kB neuron act 0.88 and APP transl inh 6.
COc1ccc([N+](=O)[O-])cc1NC(=O)c1ccccc1N(C)S(C)(=O)=O was read as TLR4-MyD88 BLA -17, FLuc stim CS 1, G6PDH counter 3, STAT1 activator 110, FLuc inhib CS -4, Diaph act CS 1.1, Diaphorase inh -8, APP 5'UTR act 15, NF-kB neuron act 0.95 and APP transl inh -16.
For Cc1ccc(NC(=O)CSc2nnc(-c3cnccn3)n2Cc2ccco2)cc1 the results were TLR4-MyD88 BLA 5, FLuc stim CS 1, G6PDH counter 10, STAT1 activator 107, FLuc inhib CS -2, Diaph act CS 1, Diaphorase inh 1, APP 5'UTR act 2, NF-kB neuron act 0.97 and APP transl inh -2.
For O=C(NC1CCCCC1)C(=S)NCc1ccccc1 the results were TLR4-MyD88 BLA -8, FLuc stim CS 1, G6PDH counter -7, STAT1 activator 120, FLuc inhib CS 0, Diaph act CS 0.9, Diaphorase inh 7, APP 5'UTR act 36, NF-kB neuron act 1.1 and APP transl inh -36.

Of the compounds above, four contain a COOH group:
`CCc1c(C)nc(SC(C(=O)O)c2ccccc2)c(C#N)c1C` (centres undefined) gave TLR4-MyD88 BLA -8, FLuc stim CS 1, G6PDH counter -8, STAT1 activator 94, FLuc inhib CS -4, Diaph act CS 0.9, Diaphorase inh 13, APP 5'UTR act -4, NF-kB neuron act 0.98 and APP transl inh 4.
COc1ccc(CN(Cc2ccc(C(=O)O)cc2)C(=S)Nc2cccc(C)c2)cc1OC was read as TLR4-MyD88 BLA -7, FLuc stim CS 1.1, G6PDH counter 8, STAT1 activator 95, FLuc inhib CS -9, Diaph act CS 1, Diaphorase inh -2, APP 5'UTR act 7, NF-kB neuron act 1.4 and APP transl inh -7.
Screening O=C(O)CCC(=O)OCC1CCCCC1 returned TLR4-MyD88 BLA -4, FLuc stim CS 1.1, G6PDH counter 3, STAT1 activator 92, FLuc inhib CS -6, Diaph act CS 0.9, Diaphorase inh 12, APP 5'UTR act -13, NF-kB neuron act 1.3 and APP transl inh 12.
CCO[C@@H]1OC(C(=O)O)=C[C@H](C)[C@H]1CCCO was read as TLR4-MyD88 BLA -14, FLuc stim CS 1, G6PDH counter 8, STAT1 activator 97, FLuc inhib CS -2, Diaph act CS 0.8, Diaphorase inh 16, APP 5'UTR act 14, NF-kB neuron act 1.1 and APP transl inh -14.

Source: PubChem
